RGS4 inh – Inhibitors of Regulator of G Protein Signaling (RGS) 4: qHTS; Transcreener GDP fluorescence polarization, RGS4-accelerated GTP hydrolysis; AID 504845, 2011; Potency, µM (top dose mostly 114 µM), inactives show at the top dose activity change, negative = inhibition, most hits filed as inhibitors; Regulator of G-protein signaling 4 (Homo sapiens), P49798; 390,000 tested, 0.039% active; further: potency means the concentration at half of the fitted maximal effect; on the % scale 0 is the no-effect control and ±100 the full control effect; nearly all actives have a fitted effect of over 75% in size; some results filed as inactive show a strong effect at the top dose
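MLSMR compounds (23 nl, pin-transferred) preincubated 10 min at room temperature with a 500nM (2x) first reagent, then RGS4 at 900nM (2x) plus Transcreener GDP mix added; fluorescence polarization (620/688 nm) read before and after 90 min at 30 °C.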
Vif-A3G inh – qHTS for Inhibitors of Vif-A3G Interactions: qHTS; DNA dC->dU-editing enzyme APOBEC-3G (Homo sapiens), Q9HC16; HeLa A3G-eYFP + Vif (tagged APOBEC3G with the HIV-1 protein that degrades it), YFP fluorescence, overnight; Potency, µM (series often up to 46.1 µM), inactives show top-dose activity, negative = active, most hits filed as inhibitors; 410,000 tested, 0.076% active;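 further: potency means the concentration at half of the fitted maximal effect; on the % scale 0 is the no-effect control and ±100 the full control effect; nearly all actives have a fitted effect of over 60% in size; hits raise eYFP signal because A3G escapes Vif-driven loss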
Target sequence (Q9HC16 whole entry, looked up): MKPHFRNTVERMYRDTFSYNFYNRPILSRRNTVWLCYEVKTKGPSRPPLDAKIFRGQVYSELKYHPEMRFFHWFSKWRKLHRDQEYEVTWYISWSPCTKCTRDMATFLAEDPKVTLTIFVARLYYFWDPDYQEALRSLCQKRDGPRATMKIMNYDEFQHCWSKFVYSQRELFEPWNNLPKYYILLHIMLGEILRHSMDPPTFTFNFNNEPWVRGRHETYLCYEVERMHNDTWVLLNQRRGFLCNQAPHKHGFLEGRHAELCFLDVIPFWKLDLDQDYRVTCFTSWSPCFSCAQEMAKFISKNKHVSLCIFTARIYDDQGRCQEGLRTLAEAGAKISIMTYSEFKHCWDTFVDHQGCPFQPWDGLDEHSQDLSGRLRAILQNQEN
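Read-out is eYFP fluorescence (Ex 488/Em 500-530) from Vif-expressing HeLa A3G-eYFP cells; more signal means A3G escaped Vif-mediated degradation. Cells plated overnight, compound pinned in, incubated overnight at 37 deg C.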
USP1 inh – Inhibitors of USP1/UAF1: Primary Screen; Potency, µM (titrated, usually from 57.1 µM), for the others: at the highest dose activity change, negative = inhibition, hits mostly inhibitors; AID 743255, 2014; recombinant USP1/UAF1, Ub-Rhodamine cleavage fluorescence; Ubiquitin carboxyl-terminal hydrolase 1 (Homo sapiens), O94782; 390,000 tested, 0.23% active; further: potency means the concentration at half of the fitted maximal effect; on the % scale 0 is the no-effect control and ±100 the full control effect; nearly all actives have a fitted effect of over 60% in size; inactives centre near -12
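USP1/UAF1 complex (1 nM) preincubated 15 min at room temperature with compound, then Ub-Rho substrate (150 nM final) added. Kinetic fluorescence at 480/540 nm over 6 reads at 60 s intervals; 50 mM HEPES pH 7.8, 0.5 mM EDTA, 0.1 mg/ml BSA, 1 mM TCEP, 0.01% Tween-20.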
LDHA inh – qHTS assay for inhibitors of human lactate dehydrogenase; activity change, % (values are at about 110 or 230 µM); 480,000 tested, 0.15% active; purified LDHA, NADH/diaphorase-resazurin fluorescence; hits give low values; L-lactate dehydrogenase A chain (Homo sapiens), P00338; in the data active means activity change below about -30%; inconclusive means mostly about -25% to -30%;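 further: plate controls were DMSO wells for no effect and wells without enzyme for full effect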
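LDH5 2 nM; NADH 0.06 mM, pyruvate 0.2 mM; 200 mM Tris pH 7.4, EDTA, Tween-20; 5 min RT. Detection: diaphorase 0.133 mg/mL + resazurin 37 µM, fluorescence ex540/em590 at 0 and 20 min; normalized to enzyme-free and DMSO wells.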
TrxR1 inh – qHTS Assay for Inhibitors of Mammalian Selenoprotein Thioredoxin Reductase 1 (TrxR1): qHTS | Thioredoxin reductase 1, cytoplasmic (Rattus norvegicus), O89049 | recombinant rTrxR1, NADPH fluorescence consumption, selenite substrate | 390,000 tested, 1% active | Potency, µM (highest dose often 114 µM), without a hit: at the highest dose activity change, negative = inhibition, most hits filed as inhibitors; further: potency means the concentration at half of the fitted maximal effect; on the % scale 0 is the no-effect control and ±100 the full control effect; nearly all actives have a fitted effect of over 65% in size
Target sequence (O89049 whole entry, looked up): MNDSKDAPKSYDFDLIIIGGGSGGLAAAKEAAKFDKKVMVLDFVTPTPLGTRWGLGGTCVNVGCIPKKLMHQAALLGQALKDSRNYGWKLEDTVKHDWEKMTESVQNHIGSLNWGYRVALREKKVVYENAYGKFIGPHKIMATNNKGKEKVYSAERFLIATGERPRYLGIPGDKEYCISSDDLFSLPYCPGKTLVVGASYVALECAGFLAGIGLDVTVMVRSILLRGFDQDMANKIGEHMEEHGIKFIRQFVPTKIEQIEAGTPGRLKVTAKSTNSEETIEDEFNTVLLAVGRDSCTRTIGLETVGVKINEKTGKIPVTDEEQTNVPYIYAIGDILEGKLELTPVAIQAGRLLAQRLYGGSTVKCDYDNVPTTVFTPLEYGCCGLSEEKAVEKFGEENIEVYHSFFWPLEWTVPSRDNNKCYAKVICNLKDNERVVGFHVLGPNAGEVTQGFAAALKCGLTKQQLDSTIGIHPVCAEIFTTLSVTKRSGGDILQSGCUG
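Rat TrxR1 (90 nM in the dispensed reagent) was pre-reduced with 400 uM NADPH for 5 min at room temperature, then incubated with compound for 15 min. After 400 uM selenite was added, NADPH fluorescence (Ex 340/Em 450 nm) was followed for 8 min.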
Vif-A3F inh – qHTS for Inhibitors of Vif-A3F Interactions: qHTS; HeLa A3F-eYFP + Vif (tagged APOBEC3F with the HIV-1 protein that degrades it), YFP fluorescence increase; Potency, µM (highest dose often 46.1 µM), for inactives: top-dose activity, negative = active; 390,000 tested, 0.2% active; AID 602313, 2012; further: potency means the concentration at half of the fitted maximal effect; % of control where 0% means no effect; nearly all actives have a fitted effect of over 65% in size
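HeLa cells stably expressing A3F-eYFP plus Vif, plated and incubated overnight at 37 deg C, then exposed to compounds overnight at 37 deg C. Blocked degradation read as raised yellow fluorescence (Ex 488/Em 500-530).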
mIDH1 inhibitor – qHTS for Inhibitors of mutant isocitrate dehydrogenase 1 (IDH1): qHTS | 390,000 tested, 0.093% active | Potency, µM (highest dose often 76.6 µM), for inactives: top-dose activity change, negative = inhibition, actives largely listed as inhibitors | IDH1-R132H enzyme, NADPH consumption, diaphorase/resazurin fluorescence | Isocitrate dehydrogenase [NADP] cytoplasmic (Homo sapiens), O75874; further: potency means the concentration at half of the fitted maximal effect; on the % scale 0 is the no-effect control and ±100 the full control effect; nearly all actives have a fitted effect of over 65% in size
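IDH1-R132H (0.5 ug/mL dispensed) in pH 7.5 Tris buffer was preincubated 30 min with compound, then given a substrate mix of 0.016 mM NADPH and 2 mM alpha-KG for 80 min at room temperature; remaining NADPH was read by diaphorase/resazurin fluorescence.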
TrxR1 substrate – qHTS Assay for Substrates of Mammalian Selenoprotein Thioredoxin Reductase 1 (TrxR1): qHTS | Potency, µM (titrated, usually from 114 µM), without a hit: at the highest dose activity change, negative = substrate turnover | purified TrxR1 substrate turnover, NADPH consumption readout | 390,000 tested, 0.01% active | AID 588456, 2011; further: potency means the concentration at half of the fitted maximal effect; on the % scale 0 is the no-effect control and ±100 the full control effect; nearly all actives have a fitted effect of over 50% in size
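Rat TrxR1, dispensed at 90 nM, was prereduced with 400 uM NADPH (final) for 5 min at ~22 deg C, then incubated with compound 15 min before 400 uM selenite. A first-read NADPH fluorescence drop versus no-compound background flagged substrates.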
Glioma ERSR ind – qHTS for Inducers of the Endoplasmic Reticulum Stress Response (ERSR) in Human Glioma: qHTS | 420,000 tested, 0.02% active | U87-MG GRP78 promoter luciferase reporter, 16 h | Potency, µM, for inactives: at the top dose activation, most hits filed as activators; further: potency means the concentration at half of the fitted maximal effect; series mostly up to about 76 µM; % of control where 0% means no effect; nearly all actives have a fitted effect of over 35% in size
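Stably transfected U87-MG human glioma cells carrying a GRP78-based luminescent sensor were seeded at 1000 cells/well, pin-dosed with compounds and incubated 16 h. Luciferase reagent was then added, and end-point luminescence was read after 10 min at room temperature.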
The depositor's hits bear a star; ? = inconclusive; [ ] = remark or other dose. Unless noted, the call rests on the fitted dose curve; in most records, active means well fitted curve in the direction sought with a large enough effect; inconclusive means small, poorly fitted or top-dose-only effect, or another doubt; inactive means no such curve, though single readings can be large; an effect the other way counts as inactive or inconclusive.

Compound	Vif-A3F inh	RGS4 inh	TrxR1 substrate	LDHA inh	Glioma ERSR ind	Vif-A3G inh	mIDH1 inhibitor	USP1 inh	TrxR1 inh
O=C(COc1ccc(S(=O)(=O)NC2CCCCC2)cc1)NC1CCCCC1	-9%	31%	3%[57.1 µM]	-2	-3%	0%	1%	1%	-4%[57.1 µM]
Cc1csc(=O)n1CC(=O)OCC(=O)c1ccc(Br)cc1	-1%	-36%	-3%	-2	-5%	-1%	0%	-14%	-8%
C=CCNc1nnc(Sc2ncccc2[N+](=O)[O-])s1	4%	-16%	9%[57.1 µM]	-5	-1%	-7%	-5%	-12%	-62%
CN1CCC(=NNC(=O)CN(c2ccccc2)S(=O)(=O)c2ccccc2)CC1	5%	8%	-5%	1	-3%	5%	1%	-17%	1%
COCCOC(=O)C1=C(C)NC(=O)NC1c1ccco1 (stereo not given)	0%	-2%	6%	-4	-6%	0%	-5%	-16%	-2%
Cc1nc2ccc(-c3nc4ccccc4[nH]3)cc2[nH]1	-2%	-1%	33%[activator]	-12	-7%	-10%	4%	-22%	18%
O=C(CN1C(=O)/C(=C\c2ccco2)SC1=S)Nc1ccc(O)cc1C(=O)O	2%	22%	-5%	19	-6%	3%	-9%	?	13%
NC(=O)C1CCN(C(=O)c2cc(-c3ccccc3Cl)nc3ccccc23)CC1	3%	13%	6%	-7	-4%	-1%	-4%	-19%	10%
Cc1ccc(C2=NN(C(=O)c3cccs3)C(c3ccccc3O)C2)cc1 (stereo not given)	0%	-4%	21%	-3	7%	?	-8%	-17%	15%
CC(=O)c1c(C)[nH]c(C(=O)CN2C(=O)NC3(CCCCC3)C2=O)c1C	-10%	11%	-4%	-13	3%	-4%	-12%	-6%	3%
CCOc1ccc(S(=O)(=O)N2CCN(C(=O)c3cc4ccccc4o3)CC2)cc1	0%	3%	-5%	0	-2%	-4%	2%	-14%	16%
CC(=O)c1ccc(N2CCN(C(=O)CCNC(=O)Cn3ccc4ccccc4c3=O)CC2)cc1	?	18%	-9%	-7	-4%	1%	-5%	-14%	-7%
Nc1ccc2nc(-c3ccccn3)[nH]c2c1	-3%	-25%	6%[57.1 µM]	8	2%	-22%	8%	-27%	3%[57.1 µM]
C[n+]1ccccc1C1CCCC/C1=N\Nc1ccc([N+](=O)[O-])cc1[N+](=O)[O-] (stereo not given)	?	-25%	-12%	2	-4%	1%	0%	-2%	-2%
CC(C)CSc1nnc2c(n1)[nH]c1ccccc12	-2%	-20%	4%	1	2%	0%	-2%	-20%	9%

(further entries)
Compound	Vif-A3F inh	RGS4 inh	TrxR1 substrate	LDHA inh	Glioma ERSR ind	Vif-A3G inh	mIDH1 inhibitor	USP1 inh	TrxR1 inh
Cc1cccc(N2CCN(S(=O)(=O)c3ccc(F)c(C(=O)Nc4ccc(C(C)C)cc4)c3)CC2)c1C	-3%	-3%	5%[57.1 µM]	-5	1%	0%	-9%	-19%	29%[57.1 µM]
Cc1ccc(Cl)cc1NC(=O)CN1CCOCC1	-4%	-36%	-2%	-3	-3%	1%	4%	-3%	7%[57.1 µM]
Cc1ccc(S(=O)(=O)NC(=O)c2cc(C)n(C3CC3)c2C)cc1	-9%	17%	11%[57.1 µM]	-9	1%	0%	7%	-3%	17%[57.1 µM]
Cn1ccnc1C(=O)Cc1ccc([N+](=O)[O-])cc1	-12%	-30%	-6%	4	-3%	0%	1%	?	12%[11.4 µM]
COc1ccc(CCNC(=O)Cn2cc(C(F)(F)F)cc(Cl)c2=O)cc1OC	5%	-12%	-5%	-5	-5%	1%	5%	-2%	-3%
Cc1ccccc1Nc1nc(N)nc(COC(=O)C(NC(=O)c2ccco2)C(C)C)n1 (stereo not given)	3%	-2%	4%[57.1 µM]	0	-4%	-2%	0%	-1%	-23%[57.1 µM]
O=S(=O)(c1ccc(Br)cc1Cl)N1CCN(CCO)CC1	17%	3%	-2%[57.1 µM]	0	-2%	4%	10%	-21%	13%[57.1 µM]
CC1CCCC(C)N1CC(O)COCC1COc2ccccc2O1 (stereo not given)	2%	11%	11%[57.1 µM]	-7	-2%	-1%	0%	-5%	17%
Cc1ccc(NC(=O)Nc2nnc(N3CCCC3)s2)c(C)c1	1%	9%	-5%	-3	-4%	-2%	1%	4%	7%
O=C(CC1N=C2c3ccccc3N=C(SCC(=O)Nc3ccccc3F)N2C1=O)NCc1ccc2c(c1)OCO2 (stereo not given)	1%	-10%	-5%	-1	-3%	1%	13%	-13%	9%
CC1CCN(Cc2cc(=O)oc3cc4c(cc23)CCCC4)CC1	9%	9%	2%	2	-3%	1%	-7%	-11%	13%
CC1CC=C(O)C12OCC(C)(C)CO2 (stereo not given)	-4%	-23%	2%	-9	-3%	-1%	2%	-9%	11%
O=C(NC1CCCCC1NC(=O)c1ccco1)c1ccco1 (stereo not given)	4%	-21%	-5%	-5	2%	-8%	1%	-12%	-6%
O=c1cc[nH]c2ccc(Cl)cc12	-5%	-14%	-1%	1	-2%	2%	22%	-20%	13%
O=C(CN1CCCCC1)N1c2ccccc2Sc2ccc(C(F)(F)F)cc21	-12%	27%	-1%	-7	-7%	-5%	8%	-25%	5%

Next compounds.
Compound	Vif-A3F inh	RGS4 inh	TrxR1 substrate	LDHA inh	Glioma ERSR ind	Vif-A3G inh	mIDH1 inhibitor	USP1 inh	TrxR1 inh
COc1ccc(N2CCN(Cc3cc(=O)oc4ccc5ccccc5c34)CC2)cc1	-4%	-32%	2%	5	-2%	1%	7%	-12%	-21%
COc1cccc(-c2ccnc3c(-c4ccccc4)c(C)nn23)c1	0%	5%	-5%	-1	4%	-2%	0%	?	10%
O=C(OCc1cncs1)c1cccs1	-12%	3%	-2%	-4	-2%	2%	-17%	-2%	-5%
NS(=O)(=O)c1ccc(CCNC(=O)c2ccco2)cc1	-7%	-22%	-2%[57.1 µM]	0	-1%	0%	-3%	-4%	23%[57.1 µM]
Cc1cc(C(F)(F)F)nn1Cc1ccc(C(=O)NCc2ccco2)o1	-2%	-48%	11%	3	-6%	-3%	0%	-25%	?
CC(=O)c1ccc(NC(=O)Nc2nnc(N3CCCC(C)C3)s2)cc1 (stereo not given)	-2%	19%	-4%	-3	-4%	1%	11%	5%	5%

In the list so far, these contain an NH in an aromatic ring.
Compound	Vif-A3F inh	RGS4 inh	TrxR1 substrate	LDHA inh	Glioma ERSR ind	Vif-A3G inh	mIDH1 inhibitor	USP1 inh	TrxR1 inh
Cc1nc2ccc(-c3nc4ccccc4[nH]3)cc2[nH]1	-2%	-1%	33%[activator]	-12	-7%	-10%	4%	-22%	18%
CC(=O)c1c(C)[nH]c(C(=O)CN2C(=O)NC3(CCCCC3)C2=O)c1C	-10%	11%	-4%	-13	3%	-4%	-12%	-6%	3%
Nc1ccc2nc(-c3ccccn3)[nH]c2c1	-3%	-25%	6%[57.1 µM]	8	2%	-22%	8%	-27%	3%[57.1 µM]
CC(C)CSc1nnc2c(n1)[nH]c1ccccc12	-2%	-20%	4%	1	2%	0%	-2%	-20%	9%
O=c1cc[nH]c2ccc(Cl)cc12	-5%	-14%	-1%	1	-2%	2%	22%	-20%	13%

Only part of the results is shown; count on the stated rates, not on these rows.
